Growth percent in the NCI-60 one-dose screen (48 h, 10 µM unless noted): 100 = growth as untreated, 0 = no growth, -100 = all killed.
UACC-257: UACC-257 melanoma. hit rate 4.4% among 78,000. AID 1794764
HS 578T: HS 578T breast cancer; hit rate 4.1% among 78,000
MALME-3M: MALME-3M melanoma | hit rate 5.8% among 78,000
LOX IMVI: LOX IMVI melanoma; hit rate 7.4% among 79,000; AID 1794757
SK-MEL-2: SK-MEL-2 melanoma; hit rate 4.7% among 77,000
SK-MEL-28: SK-MEL-28 melanoma; hit rate 4.1% among 81,000; AID 1794761
UACC-62: UACC-62 melanoma | hit rate 5.4% among 81,000 | AID 1794756
SK-MEL-5: SK-MEL-5 melanoma; hit rate 6.4% among 80,000
An asterisk follows results filed as active; & = joins results of further samples. The calls were made as follows: active = growth percent below 10; inactive = the rest.

`Cc1ccc2[nH]c3ccccc3c2c1` gave UACC-257 104.0, HS 578T 106.3, MALME-3M 95.2, LOX IMVI 97.0, SK-MEL-2 108.8, SK-MEL-28 111.2 and UACC-62 98.4.
`CC(C)C(C)CC(=O)O` (configuration not stated) gave HS 578T 106.0, MALME-3M 91.1, LOX IMVI 100.8, SK-MEL-2 97.4, SK-MEL-28 108.2, UACC-62 104.3 and SK-MEL-5 97.6.
For CCCCCCCCCCCCCCCCNC(=O)Nc1ccc(Cc2ccc(NC(=O)NCCCCCCCCCCCCCCCC)cc2)cc1 the results were UACC-257 106.5, HS 578T 94.1, MALME-3M 84.3, LOX IMVI 79.4, SK-MEL-2 100.3, SK-MEL-28 105.6, UACC-62 92.8 and SK-MEL-5 102.1.
`COc1ccc(/C=N\NC(=O)c2cnn(CC(O)c3ccccc3)c2N)cc1OC` (configuration not stated) gave UACC-257 110.1, HS 578T 88.4, MALME-3M 95.6, LOX IMVI 92.4, SK-MEL-2 107.9, SK-MEL-28 107.5, UACC-62 97.1 and SK-MEL-5 98.8.
For Cc1ccc(NCn2nc(-c3cnccn3)oc2=S)cc1 the results were UACC-257 84.9, HS 578T 96.7, MALME-3M 97.4, LOX IMVI 91.4, SK-MEL-2 101.6, SK-MEL-28 102.1, UACC-62 87.8 and SK-MEL-5 96.0.
For COc1ccc(/C=C/C(=O)c2cc(S(N)(=O)=O)c(OC)cc2OC)cc1 the results were UACC-257 87.9, HS 578T 89.1, MALME-3M 98.0, LOX IMVI 52.2, SK-MEL-28 40.9 and UACC-62 76.8.
Screening CC(=O)Oc1c(Cl)c(Cl)c([N+](=O)[O-])c(Cl)c1Cl returned UACC-257 105.1, HS 578T 95.5, MALME-3M 94.2, LOX IMVI 99.6, SK-MEL-2 102.0, SK-MEL-28 113.9, UACC-62 97.8 and SK-MEL-5 106.1.
Screening CC(=O)c1cc2ccc(COC(=O)Nc3ccc(Cl)cc3)cc2oc1=O returned UACC-257 94.2, HS 578T 84.2, MALME-3M 91.8, LOX IMVI 60.8, SK-MEL-2 83.7, SK-MEL-28 99.7, UACC-62 46.6 and SK-MEL-5 86.8.
Screening Cc1cc(Cl)cc2c1S/C(=C1\Sc3c(C)cc(Cl)cc3C1=O)C2=O returned UACC-257 96.9, HS 578T 117.0, MALME-3M 112.1, LOX IMVI 92.3, SK-MEL-2 99.5, SK-MEL-28 126.4, UACC-62 88.3 and SK-MEL-5 106.8.
For O=[N+]([O-])c1ccc(Nc2ccccc2)nc1 the results were UACC-257 109.4, HS 578T 95.5, MALME-3M 132.2, LOX IMVI 90.4, SK-MEL-2 110.4, SK-MEL-28 104.8, UACC-62 89.0 and SK-MEL-5 96.6.
Screening CCOc1ccc2ccccc2c1N returned UACC-257 96.8, HS 578T 173.4, MALME-3M 123.4, LOX IMVI 96.2, SK-MEL-2 109.6, SK-MEL-28 116.2, UACC-62 80.6 and SK-MEL-5 103.9.
Nc1ncc(C#Cc2cncc(NC(=O)c3cccc(OC(F)(F)F)c3)c2)c2cccnc12 was read as UACC-257 97.9, HS 578T 23.0, MALME-3M 41.2, LOX IMVI 50.7, SK-MEL-2 33.5, SK-MEL-28 82.3, UACC-62 95.7 and SK-MEL-5 59.0.
`O=c1c2ccccc2c2ccccc2c(=O)n1-c1ccc(NC(=S)Nc2ccccc2)cc1` gave UACC-257 114.8, HS 578T 99.0, SK-MEL-2 95.5, SK-MEL-28 116.8, UACC-62 100.8 and SK-MEL-5 109.3.
Screening CC(=O)CCC(=O)OCc1ccccc1 returned HS 578T 110.9, MALME-3M 129.9, LOX IMVI 93.4, SK-MEL-2 107.9, SK-MEL-28 109.2, UACC-62 98.6 and SK-MEL-5 109.3.
`N#Cc1nn(-c2cc(=O)[nH]c3ccccc23)c(N)c1C#N` gave UACC-257 93.3, HS 578T 100.8, MALME-3M 79.5, LOX IMVI 94.0, SK-MEL-2 106.7, SK-MEL-28 103.1, UACC-62 77.9 and SK-MEL-5 100.9.
`COc1cncc(-c2ccc3ncnc(N4CCc5ccc(Cl)cc54)c3c2)c1` gave UACC-257 63.5, HS 578T 20.1, MALME-3M 44.2, LOX IMVI 6.6*, SK-MEL-2 30.6, SK-MEL-28 48.6, UACC-62 16.3 and SK-MEL-5 -16.7*.
For COc1cc2oc(-c3cccc(NC(=O)c4ccc5c(c4)OCO5)c3)cc(=O)c2c(OC)c1OC the results were UACC-257 77.3, HS 578T 45.2, MALME-3M 76.4, LOX IMVI 39.5, SK-MEL-2 62.4, SK-MEL-28 55.1, UACC-62 50.0 and SK-MEL-5 16.4.
Screening N#Cc1ncc(-c2ccc(F)nc2)c(NC2CCCCCC2)n1 returned UACC-257 105.0, HS 578T 109.9, MALME-3M 114.1, LOX IMVI 95.6, SK-MEL-2 103.4, SK-MEL-28 104.4, UACC-62 94.5 and SK-MEL-5 100.5.
For NC(N)=N/N=C/c1ccccc1O the results were UACC-257 110.7, HS 578T 114.5, MALME-3M 131.4, LOX IMVI 96.6, SK-MEL-2 147.8, SK-MEL-28 115.9, UACC-62 100.1 and SK-MEL-5 108.0.
Screening O=C(CN(Cc1ccccc1)c1ccccc1)c1ccc(Cl)cc1 returned UACC-257 94.1, HS 578T 79.0, MALME-3M 94.5, LOX IMVI 87.3, SK-MEL-2 103.7, SK-MEL-28 82.3, UACC-62 92.4 and SK-MEL-5 89.5.

Six compounds from above, sorted by molecular weight, descending.
`O=c1c2ccccc2c2ccccc2c(=O)n1-c1ccc(NC(=S)Nc2ccccc2)cc1` gave UACC-257 114.8, HS 578T 99.0, SK-MEL-2 95.5, SK-MEL-28 116.8, UACC-62 100.8 and SK-MEL-5 109.3.
Nc1ncc(C#Cc2cncc(NC(=O)c3cccc(OC(F)(F)F)c3)c2)c2cccnc12 was read as UACC-257 97.9, HS 578T 23.0, MALME-3M 41.2, LOX IMVI 50.7, SK-MEL-2 33.5, SK-MEL-28 82.3, UACC-62 95.7 and SK-MEL-5 59.0.
Screening Cc1cc(Cl)cc2c1S/C(=C1\Sc3c(C)cc(Cl)cc3C1=O)C2=O returned UACC-257 96.9, HS 578T 117.0, MALME-3M 112.1, LOX IMVI 92.3, SK-MEL-2 99.5, SK-MEL-28 126.4, UACC-62 88.3 and SK-MEL-5 106.8.
For Cc1ccc(NCn2nc(-c3cnccn3)oc2=S)cc1 the results were UACC-257 84.9, HS 578T 96.7, MALME-3M 97.4, LOX IMVI 91.4, SK-MEL-2 101.6, SK-MEL-28 102.1, UACC-62 87.8 and SK-MEL-5 96.0.
Screening CC(=O)CCC(=O)OCc1ccccc1 returned HS 578T 110.9, MALME-3M 129.9, LOX IMVI 93.4, SK-MEL-2 107.9, SK-MEL-28 109.2, UACC-62 98.6 and SK-MEL-5 109.3.
`Cc1ccc2[nH]c3ccccc3c2c1` gave UACC-257 104.0, HS 578T 106.3, MALME-3M 95.2, LOX IMVI 97.0, SK-MEL-2 108.8, SK-MEL-28 111.2 and UACC-62 98.4.

Carrying on:
O=C(Nc1ccccc1)Nc1ncnc2c1ncn2-c1ccccc1 was read as HS 578T 50.1, MALME-3M 76.5, LOX IMVI 91.0, SK-MEL-2 103.7, SK-MEL-28 94.0, UACC-62 91.8 and SK-MEL-5 67.7.
`Cc1nc(Nc2cccnc2)sc1C(=O)/C=C/c1ccc(Cl)cc1` gave UACC-257 73.7, HS 578T 98.9, MALME-3M 89.7, LOX IMVI 0.3*, SK-MEL-2 82.6, SK-MEL-28 77.8, UACC-62 36.1 and SK-MEL-5 73.1.
For CC1CC(c2ccccc2)(c2ccccc2)C(=O)C(C)N1C (configuration not stated) the results were UACC-257 123.8, HS 578T 105.0, MALME-3M 132.6, LOX IMVI 97.5, SK-MEL-2 104.6, SK-MEL-28 106.5, UACC-62 90.9 and SK-MEL-5 102.7.
For CC(c1ccccc1)c1ccc(O)cc1 (configuration not stated) the results were UACC-257 88.8, HS 578T 86.4, MALME-3M 121.0, LOX IMVI 90.5, SK-MEL-2 87.1, SK-MEL-28 107.2, UACC-62 98.5 and SK-MEL-5 98.0.
`CCN(CC)CCNc1cccc2c(SC)ccnc12` gave UACC-257 99.5, HS 578T 99.4, MALME-3M 120.3, LOX IMVI 86.3, SK-MEL-2 116.6, SK-MEL-28 115.4, UACC-62 100.5 and SK-MEL-5 101.9.
For CCOC(=O)c1cc(C(=O)c2ccc(OC)c(OC)c2)n2c1ccc1c3ncccc3ccc12 the results were UACC-257 104.0, HS 578T 96.9, MALME-3M 84.1, LOX IMVI 95.7, SK-MEL-2 105.2, SK-MEL-28 112.1, UACC-62 104.6 and SK-MEL-5 99.0.
Screening CCN(CC)CCNc1cccc(Cl)c1 returned UACC-257 97.3, HS 578T 97.9, MALME-3M 126.9, LOX IMVI 97.5, SK-MEL-2 98.8, SK-MEL-28 112.9, UACC-62 97.6 and SK-MEL-5 106.7.
Screening O=C(C(=O)c1ccc(Cl)cc1)c1ccc(Cl)cc1 returned UACC-257 98.3, HS 578T 97.5, LOX IMVI 99.1, SK-MEL-2 118.3, SK-MEL-28 108.1 and SK-MEL-5 101.1.
`Cc1ccc(/C=C2\CN(C(=O)C(Cl)Cl)C/C(=C\c3ccc(C)cc3)C2=O)cc1` gave UACC-257 -33.1*, HS 578T 9.7*, MALME-3M -56.5*, LOX IMVI -92.2*, SK-MEL-2 -5.4*, SK-MEL-28 -56.1*, UACC-62 -67.2* and SK-MEL-5 -81.8*.
Screening COc1ccc(-c2c3c(nn2Cc2ccccc2)CCc2cnoc2-3)cc1OC returned UACC-257 107.6, HS 578T 84.8, MALME-3M 119.9, LOX IMVI 94.0, SK-MEL-2 126.2, SK-MEL-28 103.7, UACC-62 89.0 and SK-MEL-5 98.6.
Screening COc1ccc2c(c1)CCC1(C)CC(=O)C(Br)=C21 (configuration not stated) returned UACC-257 118.7, HS 578T 82.3, MALME-3M 117.6, LOX IMVI 96.8, SK-MEL-2 126.4, SK-MEL-28 115.9, UACC-62 99.4 and SK-MEL-5 96.6.
`Cc1ccccc1P(=O)(c1ccccc1)c1ccccc1C` gave UACC-257 92.8&96.9, HS 578T 105.1&97.9, MALME-3M 107.1&93.1, LOX IMVI 107.6&95.7, SK-MEL-2 102.3&104.9, SK-MEL-28 112.5&101.2, UACC-62 85.4&91.3 and SK-MEL-5 101.5&94.2.
Cc1ccc(N2CCN(CC(O)COc3ccccc3C)CC2)cc1 (configuration not stated) was read as UACC-257 103.7, HS 578T 113.3, MALME-3M 121.8, LOX IMVI 93.2, SK-MEL-2 105.7, SK-MEL-28 107.7, UACC-62 108.8 and SK-MEL-5 102.4.
`COc1ccc(-c2nc(N/N=C/c3c[nH]c4ccccc34)nc(N3CCOCC3)c2C#N)cc1` gave UACC-257 21.4, HS 578T 93.4, MALME-3M 80.3, LOX IMVI 101.6, SK-MEL-2 97.8, SK-MEL-28 41.3, UACC-62 106.0 and SK-MEL-5 100.7.
Screening O=C(O)CCCCCNC(=O)c1nc(-c2ccccc2)n(-c2ccccc2)n1 returned HS 578T 96.5, MALME-3M 104.0, LOX IMVI 99.1, SK-MEL-2 93.8, SK-MEL-28 120.7, UACC-62 98.8 and SK-MEL-5 100.0.
CN(C)CCC(c1ccccc1)c1cc(Cl)ccn1 (configuration not stated) was read as UACC-257 102.7, HS 578T 95.3, MALME-3M 92.7, LOX IMVI 89.9, SK-MEL-2 99.9, SK-MEL-28 100.1, UACC-62 93.3 and SK-MEL-5 100.0.
Cc1c(-c2ccccc2)nnn1-c1ccc(F)c(Cl)c1 was read as UACC-257 104.7, HS 578T 88.1&114.7, MALME-3M 89.3&113.1, LOX IMVI 110.5, SK-MEL-2 96.3, SK-MEL-28 105.4&109.4, UACC-62 76.0&90.9 and SK-MEL-5 84.0&98.0.
`CCOC(=O)C[C@@H]1C(=O)N2CC[C@@]3(C(=O)Nc4ccccc43)[C@@H]2C[C@H]1C(=O)OCC` gave UACC-257 98.3, HS 578T 101.2, MALME-3M 99.7, LOX IMVI 92.8, SK-MEL-2 103.4, SK-MEL-28 94.7, UACC-62 93.7 and SK-MEL-5 99.1.
Screening S=C1N[C@@H]2[C@H](N1)N(c1ccccc1)C(=S)N2c1ccccc1 returned UACC-257 102.4, HS 578T 107.8, MALME-3M 111.9, LOX IMVI 101.8, SK-MEL-2 114.4, SK-MEL-28 110.9, UACC-62 100.2 and SK-MEL-5 106.2.
For COc1ccc2[nH]c(=O)cc(-n3ncc(C(=O)/C=C/c4cc(OC)c(OC)c(OC)c4)c3C)c2c1 the results were UACC-257 -6.6*, HS 578T 57.3, MALME-3M -25.7*, LOX IMVI -85.6*, SK-MEL-2 -28.3*, SK-MEL-28 -77.1*, UACC-62 -69.5* and SK-MEL-5 -93.9*.
`Oc1ccc(O)c2c1CN(Cc1ccccc1)C(=S)N(Cc1ccccc1)C2` gave UACC-257 103.5, HS 578T 102.2, MALME-3M 97.9, LOX IMVI 89.7, SK-MEL-2 100.3, SK-MEL-28 111.2, UACC-62 97.0 and SK-MEL-5 103.6.
Screening CCCCCCCc1ccc(C(=O)CCN2CCOCC2)cc1 returned UACC-257 100.4, HS 578T 104.7, MALME-3M 96.4, LOX IMVI 89.1, SK-MEL-2 108.5, SK-MEL-28 109.2, UACC-62 92.9 and SK-MEL-5 99.6.
Screening N=C(N)SCc1ccccc1 returned UACC-257 98.2&113.7&185.6, HS 578T 106.3&95.7&101.2, MALME-3M 100.3&117.1&112.7, LOX IMVI 93.7&99.8&100.3, SK-MEL-2 96.2&98.9, SK-MEL-28 95.6&108.9&110.7, UACC-62 98.7&102.3&105.4 and SK-MEL-5 92.5&90.4&113.3.
For O=CCCN(CCC=O)c1ncnc2ccc(Cl)cc12 the results were UACC-257 104.3, HS 578T 99.1, LOX IMVI 97.2, SK-MEL-2 117.1, SK-MEL-28 106.7, UACC-62 110.6 and SK-MEL-5 109.4.
For N#C/C(=C\c1ccc(-c2ccccc2F)o1)c1nc2ccccc2c(=O)[nH]1 the results were UACC-257 105.0, HS 578T 105.1, MALME-3M 98.4, SK-MEL-2 104.8, SK-MEL-28 106.3, UACC-62 94.2 and SK-MEL-5 98.9.
